# EPAC2 agonist = EPAC2 (human) agonism; Q8WZA2; EPAC2 activation, biochemical qHTS; response scale: 100% = 6.5 mM cAMP response; Potency, µM (highest dose often 154 µM), without a hit: at the highest dose activation, most hits filed as activators; actives 0.079% (n = 360,000); note: nearly all actives have a fitted effect of over 50% in size
# Target sequence (Q8WZA2 whole entry, looked up): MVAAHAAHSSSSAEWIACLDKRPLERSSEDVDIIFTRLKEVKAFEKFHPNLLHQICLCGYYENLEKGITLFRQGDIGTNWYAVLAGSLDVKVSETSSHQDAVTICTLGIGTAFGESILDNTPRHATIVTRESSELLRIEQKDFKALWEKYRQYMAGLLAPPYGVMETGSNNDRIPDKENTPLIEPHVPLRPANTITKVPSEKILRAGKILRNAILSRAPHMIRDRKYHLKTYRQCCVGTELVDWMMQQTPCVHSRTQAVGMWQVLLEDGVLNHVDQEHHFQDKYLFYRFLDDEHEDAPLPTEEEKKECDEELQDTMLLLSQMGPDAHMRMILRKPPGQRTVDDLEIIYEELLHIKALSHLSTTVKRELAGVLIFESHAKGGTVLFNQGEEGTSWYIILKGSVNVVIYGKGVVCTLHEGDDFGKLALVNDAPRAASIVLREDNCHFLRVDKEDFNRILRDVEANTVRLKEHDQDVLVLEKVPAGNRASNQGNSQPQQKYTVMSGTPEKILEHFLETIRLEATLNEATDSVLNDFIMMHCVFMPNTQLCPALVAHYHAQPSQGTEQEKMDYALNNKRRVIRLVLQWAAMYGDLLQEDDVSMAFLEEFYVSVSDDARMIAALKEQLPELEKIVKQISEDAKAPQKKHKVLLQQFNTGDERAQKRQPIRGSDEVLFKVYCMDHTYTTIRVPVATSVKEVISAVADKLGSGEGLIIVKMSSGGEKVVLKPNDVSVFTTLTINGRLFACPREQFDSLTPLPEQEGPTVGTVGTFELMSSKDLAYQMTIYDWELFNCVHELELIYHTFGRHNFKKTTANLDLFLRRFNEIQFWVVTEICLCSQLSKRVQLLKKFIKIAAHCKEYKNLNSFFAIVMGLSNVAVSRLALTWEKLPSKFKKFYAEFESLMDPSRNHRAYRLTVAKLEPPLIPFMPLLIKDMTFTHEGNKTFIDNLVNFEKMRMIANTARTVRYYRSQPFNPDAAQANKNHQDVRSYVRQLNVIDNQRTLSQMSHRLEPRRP
#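 EPAC2 (100 nM) mixed with Rap1B loaded with BODIPY-GDP (250 nM) plus 50 uM unlabeled GDP; compounds pinned in, 5 min RT, then read every 5 min for 30 min (ex 480, em 540 nm). Normalized to cAMP control.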
# FUS suppressor = FUS proteinopathy suppression in yeast; S. cerevisiae FUS-expressing, growth rescue, OD600, 24 h; Potency, µM (top dose mostly 76.6 µM), for the others: at the highest dose growth rescue (activation), hits mostly activators; actives 0.24% (n = 390,000); AID 1347120;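 note: plate controls were DMSO vehicle for no effect and reference control for full effect; nearly all actives have a fitted effect of over 55% in size; some results filed as inactive show a strong effect at the top dose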
#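 Cultures pregrown in 2.5% raffinose medium are shifted to minimal medium containing 2% galactose to express toxic FUS. Compounds are tested at several concentrations. After 24hr at 30C, growth is quantified at 600 nm absorbance.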
# aSyn yeast inh = alpha-synuclein toxicity inhibition in yeast. actives 0.14% (n = 370,000). AID 652106. Yeast expressing alpha-synuclein, growth rescue, BacTiter-Glo, 24 h. Potency, µM (doses to about 46.1 µM), without a hit: at the highest dose growth rescue (activation), actives largely listed as activators; note: % of control where 0% means no effect; nearly all actives have a fitted effect of over 65% in size
#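 Screening used galactose-induced yeast with toxic alpha-synuclein levels, exposed to compound for 24 hr at 30 deg C. Cell growth, read with BacTiter-Glo luminescence, gave the measured signal.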
# TDP-43 yeast inh = rescues yeast growth from TDP-43 toxicity; TDP-43 expressing yeast growth rescue, BacTiter-Glo, 24 h; actives 1.8% (n = 410,000); Potency, µM (doses to about 46.1 µM), for the others: top-dose growth rescue (activation), usual class: activators; AID 652104; note: % of control where 0% means no effect; nearly all actives have a fitted effect of over 50% in size
#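 Galactose-induced TDP-43 yeast, OD600=0.02, compound pinned; 24 hr, 30 deg C; BacTiter-Glo luminescence for growth. Inhibitors of TDP-43 toxicity read as activators.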
# EPAC1 antag = antagonists of human EPAC1 | O95398 | EPAC1 GEF assay, Rap1b-BODIPY-GDP exchange fluorescence | Potency, µM (titrated, usually from 115 µM), for inactives: at the highest dose activity change, negative = inhibition, usual class: inhibitors | actives 0.14% (n = 360,000) | AID 720709;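 note: plate controls were vehicle for no effect and positive control for full effect; nearly all actives have a fitted effect of over 50% in size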
# EPAC1 ag = activates human EPAC1 exchange factor; Potency, µM (titrated, usually from 154 µM), without a hit: top-dose activation, hits mostly activators; actives 0.073% (n = 360,000); AID 720707; O95398; EPAC1 agonist qHTS, biochemical assay; response scale: 100% = response to 6.5 mM cAMP; note: nearly all actives have a fitted effect of over 60% in size
#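 Multi-concentration qHTS readout: loss of Rap1B-bound BODIPY-GDP fluorescence driven by 100 nM EPAC1 with excess GDP (50 uM), monitored kinetically at room temperature; agonist response expressed relative to 6.5 mM cAMP.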
# PTHR1 ag = activates the human parathyroid hormone receptor PTHR1. HEK293 GP2 PTHR1 cells, GloSensor cAMP luminescence, 1 h. AID 743266. Potency, µM (doses to about 115 µM), without a hit: top-dose activation, hits mostly activators. Q03431. actives 0.075% (n = 410,000); note: nearly all actives have a fitted effect of over 55% in size; some results filed as inactive show a strong effect at the top dose; inactives centre near -15; many of its hits are not listed in these tables
#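 HEK-293-derived GP2 cells expressing PTHR1 and a GloSensor cAMP reporter, 3,000/well, plated overnight, given luciferin plus IBMX (each 0.5 mM as added) for 1 h at 37 °C, then compound for 1 h at 37 °C. Luminescence was read after 15 min at room temperature.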
# EPAC2 antag = antagonists of human EPAC2 | Potency, µM (top dose mostly 114 µM), for the others: top-dose activity, negative = inhibition, most hits filed as inhibitors | EPAC2 GEF exchange of Rap1B-BODIPY-GDP, fluorescence | actives 0.18% (n = 360,000); note: % is set by controls: 0 for no effect and ±100 for the full control effect; nearly all actives have a fitted effect of over 45% in size; many of its hits are not listed in these tables
# An asterisk follows results filed as active; i = inactive; ? = inconclusive; nt = no result given; & = joins results of further samples; [ ] = remark or other dose. Calls come from the whole dose curve; as a rule, active = well fitted curve in the direction sought with a large enough effect; inconclusive = small, poorly fitted or top-dose-only effect, or another doubt; inactive = no such curve, though single readings can be large; an effect the other way counts as inactive or inconclusive. Potency is the fitted concentration of half-maximal effect. An excerpt (hit frequency here may not be typical).
SMILES,EPAC2 agonist,FUS suppressor,aSyn yeast inh,TDP-43 yeast inh,EPAC1 antag,EPAC1 ag,PTHR1 ag,EPAC2 antag
O=C(Cc1ccc(F)cc1)N1CCOCC1,5%,-1%,0%,-4%,-19%,6%,i,3%
CCC(c1c(C)n(C)n(-c2ccccc2)c1=O)c1c(C)n(C)n(-c2ccccc2)c1=O,0%,29%,2%,14%,9%,1%,i,15%
Cc1ccc(-c2csc(Nc3ccccc3)[n+]2CCc2ccccc2)cc1,6%,-7%&-2%,-11%,22%,-5%,1%,-38%[inhibitor],-7%
Cc1cc(C(=O)Nc2cccnc2)cs1,7%,-13%,1%,-14%,1%,-2%,i,0%
CC(C)[C@H](NC(=O)c1cccc(S(=O)(=O)N2CCOCC2)c1)C(=O)Nc1nccs1,0%,4%,4%,-6%,0%,2%,i,-1%
COc1ccccc1CCC(=O)OCC(=O)NCc1ccc(OC)c(OC)c1,3%,11%,2%,-2%,8%,-4%,-12%,13%
Cc1ccc(NC(=O)CC2SC(=O)N(c3ccccc3)C2=O)cc1 (centres undefined),-6%,29%,5%,20µM*,-2%,3%,-46%[inhibitor],5%
Cc1ccc(N2CC(NC(=O)C3CC3)CC2=O)cc1 (centres undefined),2%,-12%,1%,-17%,-3%,4%,i,16%
O=C(CNC(=O)c1ccccc1F)NC1CC1,-5%,6%,0%,0%,0%,1%,i,10%
COc1cc(C(=O)N2CCN(C(=O)c3cc(-c4ccccc4)n[nH]3)CC2)cc(OC)c1OC,-2%,21%,2%,6%,-9%,4%,-26%,8%
Cc1ccc(S(=O)(=O)N2CCC(C(=O)N3CCC(C(=O)NCc4cccnc4)CC3)CC2)cc1,6%,-13%,-5%,-11%,1%,6%,i,-1%
C[n+]1ccc(C(=O)NCCC[N+](C)(C)C)cc1/C=N/O,7%,-11%,-4%,9%,1%,-2%,-22%,-4%
CCn1c(SCCC(=O)Nc2ccccc2)nnc1-c1ccc(OC)cc1,10%,nt,3%,3%,-9%,2%,-38%,0%
COc1ccc(OC)c(-n2nnnc2SCC(=O)Nc2ccccc2OC)c1,14%,0%,2%,?,-21%,17%,-17%,-16%
COc1ccc(NC(=O)C2CCC(N3C(=O)C4CCCCC4C3=O)CC2)cc1 (centres undefined),4%,-2%,-2%,5%,3%,14%,-13%,-6%

# Reprinted from the part before: two entries, then new ones.
SMILES,EPAC2 agonist,FUS suppressor,aSyn yeast inh,TDP-43 yeast inh,EPAC1 antag,EPAC1 ag,PTHR1 ag,EPAC2 antag
COc1ccc(OC)c(-n2nnnc2SCC(=O)Nc2ccccc2OC)c1,14%,0%,2%,?,-21%,17%,-17%,-16%
COc1ccc(NC(=O)C2CCC(N3C(=O)C4CCCCC4C3=O)CC2)cc1 (centres undefined),4%,-2%,-2%,5%,3%,14%,-13%,-6%
COc1ccc(Cl)cc1C(=O)NNC(=O)CSc1nnc2ccccn12,13%,10%,-7%,-10%,7%,12%,-9%,-2%
Cc1ccc(C)c(NC(=O)c2cc(=O)c3ccccc3o2)c1,-9%,nt,3%,0%,-12%,-12%,i,4%
CCOC(=O)c1c(C)nc2c(c1C)c(=O)oc1ccccc12,8%,5%,10%,22%,0%,0%,-5%[57.5 µM],-1%
CCNC(=O)NC(=O)COC(=O)CCc1nc(=O)c2ccccc2n1C,3%,11%,-1%,-14%,-4%,0%,-11%,8%
CN(CCO)CC(O)Cn1cnc2c1c(=O)n(C)c(=O)n2C (centres undefined) (tested in a mixture with another compound),-1%,-40%,-12%,19%,-2%,-5%,-5%,-11%
CCCCNC(=O)C(NC(=O)c1cnc(C)cn1)C(=O)c1ccccc1 (centres undefined),6%,-2%,4%,24%,8%,5%,-25%,11%
CCc1nc2c(OCC(=O)c3ccc(Cl)cc3Cl)cccn2c1N(C)C(=O)c1cccs1,1%,?,-7%,16%,-10%,8%,-16%,-15%
Cc1ccccc1Nc1ncccc1C(=O)N1CCOCC1,8%,0%,3%,10%,11%,-1%,i,11%
CC(=O)Nc1ccc(S(=O)(=O)NCCCN2CCOCC2)cc1,15%,14%,-2%,-26%,-20%,-2%,i,-1%
C/C(=N\O)C(C)(C)Nc1ccc(F)cc1,6%,-18%,-4%,-3%,?,2%,15%,-6%
COc1ccc(S(=O)(=O)N2CCN(CC(=O)Nc3ccccc3Cl)CC2)cc1,18%,4%,6%,7%,-1%,13%,-7%,-9%

# A different layout for part of the listing above.
smiles	EPAC2 agonist	FUS suppressor	aSyn yeast inh	TDP-43 yeast inh	EPAC1 antag	EPAC1 ag	PTHR1 ag	EPAC2 antag
Cc1ccc(NC(=O)CC2SC(=O)N(c3ccccc3)C2=O)cc1 (centres undefined)	-6%	29%	5%	20µM*	-2%	3%	-46%[inhibitor]	5%
Cc1ccc(N2CC(NC(=O)C3CC3)CC2=O)cc1 (centres undefined)	2%	-12%	1%	-17%	-3%	4%	i	16%
O=C(CNC(=O)c1ccccc1F)NC1CC1	-5%	6%	0%	0%	0%	1%	i	10%
COc1cc(C(=O)N2CCN(C(=O)c3cc(-c4ccccc4)n[nH]3)CC2)cc(OC)c1OC	-2%	21%	2%	6%	-9%	4%	-26%	8%
Cc1ccc(S(=O)(=O)N2CCC(C(=O)N3CCC(C(=O)NCc4cccnc4)CC3)CC2)cc1	6%	-13%	-5%	-11%	1%	6%	i	-1%
C[n+]1ccc(C(=O)NCCC[N+](C)(C)C)cc1/C=N/O	7%	-11%	-4%	9%	1%	-2%	-22%	-4%
CCn1c(SCCC(=O)Nc2ccccc2)nnc1-c1ccc(OC)cc1	10%	nt	3%	3%	-9%	2%	-38%	0%
COc1ccc(OC)c(-n2nnnc2SCC(=O)Nc2ccccc2OC)c1	14%	0%	2%	?	-21%	17%	-17%	-16%
COc1ccc(NC(=O)C2CCC(N3C(=O)C4CCCCC4C3=O)CC2)cc1 (centres undefined)	4%	-2%	-2%	5%	3%	14%	-13%	-6%
COc1ccc(Cl)cc1C(=O)NNC(=O)CSc1nnc2ccccn12	13%	10%	-7%	-10%	7%	12%	-9%	-2%
Cc1ccc(C)c(NC(=O)c2cc(=O)c3ccccc3o2)c1	-9%	nt	3%	0%	-12%	-12%	i	4%
CCOC(=O)c1c(C)nc2c(c1C)c(=O)oc1ccccc12	8%	5%	10%	22%	0%	0%	-5%[57.5 µM]	-1%
CCNC(=O)NC(=O)COC(=O)CCc1nc(=O)c2ccccc2n1C	3%	11%	-1%	-14%	-4%	0%	-11%	8%
CN(CCO)CC(O)Cn1cnc2c1c(=O)n(C)c(=O)n2C (centres undefined) (tested in a mixture with another compound)	-1%	-40%	-12%	19%	-2%	-5%	-5%	-11%
CCCCNC(=O)C(NC(=O)c1cnc(C)cn1)C(=O)c1ccccc1 (centres undefined)	6%	-2%	4%	24%	8%	5%	-25%	11%
CCc1nc2c(OCC(=O)c3ccc(Cl)cc3Cl)cccn2c1N(C)C(=O)c1cccs1	1%	?	-7%	16%	-10%	8%	-16%	-15%
Cc1ccccc1Nc1ncccc1C(=O)N1CCOCC1	8%	0%	3%	10%	11%	-1%	i	11%

# From PubChem BioAssay
